Screening data deposited in PubChem by several laboratories.
HSF1 activator: increases HSF-1 driven luciferase reporter signal | NIH3T3-HGL HSF-1 luciferase reporter, MG132, 8 h; 100% = twice DMSO control signal | activation, % at 9 µM | hit rate 1.7% among 300,000 | AID 504408;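 active means mean replicate activation of at least 50% with a set share of replicates each reaching 50%; inconclusive means only one of those two conditions met; inactive means mean below 50% and too few replicates reaching it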;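 further: 0% = median of the neutral control wells and 100% = twice that signal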
HSF1 inh: HSF1 inhibition | activity change, negative = inhibition, % at 7.5 µM (by protocol) | NIH3T3-HGL HSE-luciferase, MG132-induced, luminescence 8 h; hits give low values | AID 2098 | hit rate 0.77% among 300,000;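 active means more than half of replicate wells show activity change below -50%, luminescence cut by over half; inconclusive means some wells, but at most half, below -50%; inactive means no replicate well below -50%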;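 further: luciferase reports HSF-1 transcriptional activity via heat shock element; 0% = median of DMSO wells and -100% = zero luminescence signal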
aSyn 5UTR inh: MLPCN primary screen, SNCA 5' untranslated region. alpha-synuclein 5'UTR reporter, inhibitor activity. inhibition, % (tested at 7.5 µM). hit rate 0.82% among 300,000. AID 1813; in the data active means inhibition above about 60%; inconclusive means no clear call, values can overlap the other calls;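 further: H4 neuroglioblastoma cells stably carrying SNCA 5'UTR luciferase fusion; 0% = DMSO wells and 100% = positive control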
GSK3A inh: blocks human GSK-3 alpha kinase; P49840; ADP-Glo luminescence, 60 min; inhibition, % at 10 µM; hit rate 0.1% among 320,000; AID 2650;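 in the data active means inhibition above about 50%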;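 further: GST-tagged GSK-3 alpha with peptide substrate and 25 µM ATP; 0% = DMSO neutral wells and 100% = GW8510 positive control wells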
Target sequence (P49840 whole entry, looked up): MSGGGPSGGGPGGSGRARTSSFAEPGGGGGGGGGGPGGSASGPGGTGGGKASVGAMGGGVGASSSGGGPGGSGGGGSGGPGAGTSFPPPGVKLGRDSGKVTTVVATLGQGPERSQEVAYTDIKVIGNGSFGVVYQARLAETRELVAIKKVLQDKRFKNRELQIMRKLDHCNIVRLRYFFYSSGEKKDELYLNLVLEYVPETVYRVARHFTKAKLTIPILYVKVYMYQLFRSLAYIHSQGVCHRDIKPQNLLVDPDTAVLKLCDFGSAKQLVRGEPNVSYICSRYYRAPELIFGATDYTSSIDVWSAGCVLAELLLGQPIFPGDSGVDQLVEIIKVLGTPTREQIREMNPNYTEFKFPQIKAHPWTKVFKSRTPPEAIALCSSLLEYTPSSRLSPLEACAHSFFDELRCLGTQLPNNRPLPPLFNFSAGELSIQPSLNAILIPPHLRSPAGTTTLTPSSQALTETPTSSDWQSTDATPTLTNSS
AI-2 QS modul: modulators of Vibrio harveyi AI-2 quorum sensing system | Vibrio harveyi JMH597 AI-2 luminescence/OD600 ratio, 9 h; hits give low values; strain lacks LuxN and CqsS sensors; 0 = neutral-control median | activity change, % at 7.5 µM | hit rate 0.4% among 300,000 | AID 2094; in the data active means activity change below about -75%, passing the limit was not always enough; inconclusive means no clear call, values can overlap the other calls;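 further: luminescence divided by OD600 gain over 9 h not by final OD600 alone; inactives centre near 13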
GSK3B inh: inhibitors of human GSK3beta kinase; P49841; GST-GSK3beta kinase, ADP-Glo luminescence, 60 min; hits give low values; activity score (negative = inhibition), % at 10 µM; hit rate 0.038% among 300,000; AID 2097;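 active means more than half of replicate wells score below -50%, meaning over 50% inhibition versus plate controls; inconclusive means some replicates but at most half score below -50%; inactive means no replicate scores below -50%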;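 further: 0% = median DMSO wells and -100% = median GW8510 positive control wells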
Target sequence (P49841 whole entry, looked up): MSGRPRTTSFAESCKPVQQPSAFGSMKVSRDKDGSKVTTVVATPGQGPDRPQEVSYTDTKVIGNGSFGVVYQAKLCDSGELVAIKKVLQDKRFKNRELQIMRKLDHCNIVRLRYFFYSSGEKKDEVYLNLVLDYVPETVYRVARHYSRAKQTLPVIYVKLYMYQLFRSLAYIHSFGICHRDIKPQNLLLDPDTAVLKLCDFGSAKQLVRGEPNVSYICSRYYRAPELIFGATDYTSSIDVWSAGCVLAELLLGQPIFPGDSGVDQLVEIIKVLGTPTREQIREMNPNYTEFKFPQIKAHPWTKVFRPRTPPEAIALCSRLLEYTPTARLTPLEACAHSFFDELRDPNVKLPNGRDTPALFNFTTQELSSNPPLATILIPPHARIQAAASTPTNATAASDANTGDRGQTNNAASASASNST
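test system = GST-tagged human GSK3beta kinase, cell-free | reagent = 25 µM ATP with peptide substrate | dosing = one dose of 10 µM per compound | schedule = 60 min reaction, RT | detection = luminescent ADP-Glo measurement of ADP formed | control set = DMSO neutral wells and GW8510 at 20 µM as positive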
HSP90 inh: blocks HSP90-mediated luciferase refolding in reticulocyte lysate; inhibition, % at 5.6 µM; Rabbit reticulocyte lysate, luciferase refolding luminescence, 3 h; hit rate 0.91% among 290,000;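 active means inhibition above the screen-wide mean plus 3 SD, computed separately per campaign, cut at about 16% in these data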;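 further: 0% = DMSO wells and 100% = 60 µM geldanamycin wells; inhibitors lower the luminescence because luciferase stays unfolded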
KLF5 inhibitor: suppresses KLF5 promoter-driven expression; DLD-1 KLF5 promoter-luciferase reporter, luminescence; inhibition, % at 5 µM; hit rate 0.23% among 290,000; AID 1700;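 active means inhibition above a per-plate limit of that plate's mean compound inhibition plus 3 SD, cut at about 60% in these data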;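 further: 0% = DMSO wells and 100% = LY294002 at 200 µM; higher means less KLF5 promoter-driven luciferase light; inactives centre near -14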
IEC-6 cytotox: kills IEC-6 intestinal cells in KLF5 counter-screen | IEC-6 cytotoxicity, luminescence viability | inhibition, % at 5 µM | hit rate 0.78% among 290,000 | AID 1825; in the data active means inhibition above about 22%;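 further: 0% = plate median of test compound wells and 100% = cytotoxic reference compound wells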
HIF activator: HIF pathway transcriptional activation | U2OS HRE-luciferase reporter, luminescence; normalized: DMSO 0%, desferrioxamine 100% | activation, % at 7.5 µM (by protocol) | hit rate 0.32% among 300,000 | AID 1910;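 active means mean activation of at least 10% of the iron chelator positive control signal, with at least half of replicates also reaching 10%; inconclusive means mean and replicate majority disagree about reaching 10%; inactive means mean and most replicates under 10%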
* hit, by the source's call; ? = inconclusive; · = no result given.

(1) O=C(/C=C/c1ccc(F)cc1)Nc1cccc(S(=O)(=O)Nc2cccc(C(F)(F)F)c2)c1
(2) O=C1CS/C(=C\[N+](=O)[O-])N1c1ccc(OC(F)(F)F)cc1
(3) CCN(CC)S(=O)(=O)c1cc(NC(=O)C2CCN(c3ncnc4sc(C)c(C)c34)CC2)ccc1Cl
(4) O=C(Nc1ccc(Oc2ccccc2)cc1)C1CCCN(c2ncccn2)C1 (stereo unspecified)
(5) COc1ccc(C)cc1N(C(=O)c1ccco1)C(C(=O)NC1CCCC1)c1ccc(N2CCOCC2)cc1 (stereo unspecified)
(6) COc1ccc(C(=O)COC(=O)Cn2[nH]c(=O)c3ccccc3c2=O)c(OC)c1
(7) O=C(NCc1cccnc1)C1CCN(C(=O)c2ccc(Cl)cc2Cl)CC1
(8) COc1ccc(NC(=S)N(CCCN2CCOCC2)Cc2ccco2)cc1
compound no.	1	2	3	4	5	6	7	8
HSF1 activator	-47	-8	40	-21	-7	11	0	-8
HSF1 inh	-30	-6	12	0	-4	6	-2	1
aSyn 5UTR inh	-40	-43	-14	-15	-6	-5	20	-22
GSK3A inh	-1	1	4	-6	0	-1	-3	0
AI-2 QS modul	28	21	-10	8	25	20	0	25
GSK3B inh	-2	-1	0	-3	-1	3	1	4
HSP90 inh	1	-3	·	-1	6	·	0	-1
KLF5 inhibitor	-20	-20	·	-14	-17	·	-8	-22
IEC-6 cytotox	-4	-3	·	-2	5	·	-2	-1
HIF activator	-0.1	-0.4	-0.3	0.4	2.2	-0.1	-0.3	0.5

(9) COc1ccc(CNc2nc(SCc3cc(=O)n4cc(Cl)ccc4n3)nc3ccccc23)cc1
(10) O=C(Nc1ccccc1C(=O)Nc1ccccn1)c1cc(F)c(F)cc1Cl
(11) CCCCn1c(N)c(N(CCOC)C(=O)c2c(C)noc2C)c(=O)[nH]c1=O
(12) CC(C)(C)C(=O)O/N=C(\N)Cc1ccc(-c2csnn2)cc1
(13) Cc1ccc(NS(=O)(=O)c2ccc(C(=O)NCCCN3CCCC3=O)cc2)cc1C
(14) CCOC(=O)c1c(C)oc2c1c(C=NCC1CCCO1)c(O)c1ccccc12 (stereo unspecified)
(15) O=C(O)CCn1c(SCCc2ccccc2)nc2ccccc21
(16) COc1cc2c3c(c1)C(C)CC(C)(C)N3C(=O)C2=O (stereo unspecified)
compound no.	9	10	11	12	13	14	15	16
HSF1 activator	10	1	-5	-8	5	45	15	4
HSF1 inh	7	7	-2	-1	-1	14	-4	-2
aSyn 5UTR inh	-19	24	2	2	-4	-11	-13	10
GSK3A inh	-1	6	·	3	-1	·	-4	-1
AI-2 QS modul	1	7	8	28	14	16	1	27
GSK3B inh	3	-3	3	0	1	1	1	3
HSP90 inh	0	1	·	-2	·	19*	·	-2
KLF5 inhibitor	-9	-22	·	2	·	-30	·	-13
IEC-6 cytotox	-2	1	·	-1	·	1	·	0
HIF activator	-0.4	0.0	-0.2	-0.6	0.1	-0.6	2.0	-0.6

Next section, starting with the last 4 of the part before.
(13) Cc1ccc(NS(=O)(=O)c2ccc(C(=O)NCCCN3CCCC3=O)cc2)cc1C
(14) CCOC(=O)c1c(C)oc2c1c(C=NCC1CCCO1)c(O)c1ccccc12 (stereo unspecified)
(15) O=C(O)CCn1c(SCCc2ccccc2)nc2ccccc21
(16) COc1cc2c3c(c1)C(C)CC(C)(C)N3C(=O)C2=O (stereo unspecified)
(17) CN(C(=S)NC(=O)/C=C/c1ccc(F)cc1)C1CCCCC1
(18) CNC(=O)COC(=O)c1ccccc1NC(=O)c1ccco1
(19) O=C(O)c1cc(Cl)c(Cl)cc1C(=O)N1CCOCC1
(20) Cc1ccc2c(CC(=O)NCCc3ccc(S(N)(=O)=O)cc3)coc2c1
(21) CN1CCN(S(=O)(=O)c2ccc(Sc3nnnn3-c3ccccc3)c([N+](=O)[O-])c2)CC1
(22) Cc1ccc(NC(=S)NCC(O)c2ccccc2)c(C)c1 (stereo unspecified)
(23) N#Cc1c(SCC(=O)Nc2ccc(Cl)cc2Cl)sc2c(O)cc(=O)[nH]c12
(24) Cc1ccc(-c2noc(CN(C(=O)C34CC5CC(CC(C5)C3)C4)C(C)C)n2)cc1
compound no.	13	14	15	16	17	18	19	20	21	22	23	24
HSF1 activator	5	45	15	4	67*	-2	-13	24	-44	6	-8	-6
HSF1 inh	-1	14	-4	-2	32	-5	-9	6	-41	0	1	-11
aSyn 5UTR inh	-4	-11	-13	10	-21	0	0	7	-22	-37	-5	-6
GSK3A inh	-1	·	-4	-1	-2	3	-4	-1	-3	0	1	-1
AI-2 QS modul	14	16	1	27	20	13	5	14	38	-7	20	-20
GSK3B inh	1	1	1	3	0	-2	2	-3	2	-2	1	0
HSP90 inh	·	19*	·	-2	0	-1	-1	4	0	-3	3	-1
KLF5 inhibitor	·	-30	·	-13	-15	-18	2	19	-13	-34	-20	-25
IEC-6 cytotox	·	1	·	0	-12	-9	-1	2	-2	-2	0	-9
HIF activator	0.1	-0.6	2.0	-0.6	1.4	0.1	0.1	-0.4	-3.1	0.1	-0.1	-0.1

(25) COc1ccccc1C(=O)Nc1sc2c(c1C(=O)NCc1ccco1)CCCC2
(26) CCOc1ccc(N2C(=O)/C(=C/c3ccco3)N(C)C2=S)cc1
(27) COc1ccc2sc(SCCCS(=O)(=O)O)[n+](CCCS(=O)(=O)[O-])c2c1
(28) Cc1ccc(CCS(=O)(=O)c2ccc(C(C)(C)C)cc2)cn1
(29) CC(=O)Nc1cccc(NC(=O)COC(=O)CO/N=C(\C)c2ccc3c(c2)OCO3)c1
(30) COc1ccc(/C=C2\CCCC3C2=NC(=S)NC3c2ccc(OC)cc2)cc1 (stereo unspecified)
(31) CCN(CC(=O)Nc1c(F)cccc1F)C(=O)C1CCN(C(=O)c2ccc(F)cc2)CC1
(32) Cc1cc(C)c(OCC(O)CN2CCN(C(=O)c3ccccc3)CC2)c(C)c1 (stereo unspecified)
compound no.	25	26	27	28	29	30	31	32
HSF1 activator	-7	10	-5	6	2	-10	-12	41
HSF1 inh	-5	2	-9	-7	-2	1	-9	1
aSyn 5UTR inh	-42	-5	0	0	-4	16	10	16
GSK3A inh	0	-3	-1	1	1	-4	-1	-4
AI-2 QS modul	11	9	7	16	8	43	19	13
GSK3B inh	-4	-1	1	-1	-2	1	2	0
HSP90 inh	2	4	1	0	1	3	·	-2
KLF5 inhibitor	5	-9	7	-14	-15	-16	·	-30
IEC-6 cytotox	-3	-6	4	6	7	4	·	2
HIF activator	-0.5	0.2	-0.6	-2.4	-0.1	-3.3	-0.1	-0.2

(33) O=S(=O)(NC1CC1)c1ccc(S(=O)(=O)N(Cc2ccccn2)C2CCCC2)cc1
(34) CN(C)S(=O)(=O)c1cc(NC(=O)COC(=O)CCSc2ccc(Cl)cc2)ccc1Cl
(35) Cn1c(CNC(=O)c2ccco2)nnc1SCC(=O)c1ccc(Br)cc1
(36) CN(C[C@H](Cc1ccccc1)N(C[C@H](Cc1ccccc1)N(CCc1cc(C(F)(F)F)cc(C(F)(F)F)c1)N=O)N=O)N=O
(37) COc1ccc(CNC(C)C23CC4CC(CC(C4)C2)C3)c(OC)c1OC (stereo unspecified)
(38) CC1(C)OC(=O)C(=NNc2ccccc2[N+](=O)[O-])C(=O)O1
(39) Cc1ccc(NCc2nnc(SCC(=O)Nc3ccccc3)n2CC2CCCO2)c(C)c1 (stereo unspecified)
(40) COc1ccc(NC(=O)c2ccc(OC)cc2)cc1
compound no.	33	34	35	36	37	38	39	40
HSF1 activator	10	-14	?	-9	3	10	20	38
HSF1 inh	5	-2	29	8	-1	5	2	15
aSyn 5UTR inh	9	22	1	-3	-3	12	-5	-63
GSK3A inh	1	5	-1	-1	1	-1	5	-2
AI-2 QS modul	-13	35	20	10	15	-1	22	24
GSK3B inh	1	6	-1	-1	0	2	1	-3
HSP90 inh	-4	-1	-2	4	1	-3	1	-1
KLF5 inhibitor	-13	-3	-16	-21	-16	-30	-29	-132
IEC-6 cytotox	1	-1	3	-1	-1	-6	2	-4
HIF activator	0.2	-0.8	-7.4	-1.9	-4.4	-0.4	2.3	3.3

(41) Cc1cc(NC(=O)CSc2sc3c(O)cc(=O)[nH]c3c2C#N)ccc1Br
(42) O=C1[C@H]2[C@@H](c3ccc(F)cc3)N3C(=O)N(c4cccc(Cl)c4)C(=O)[C@@]3(Cc3ccc(Cl)cc3)[C@H]2C(=O)N1C1CCCCC1
(43) COc1ccc(-n2nc([N+](=O)[O-])c(=NCCCN3CCCC3=O)n2O)cc1
(44) COC(=O)c1ccc(COc2ccc(C)c(C)c2)o1
(45) CCOC(=O)Cc1csc(NC(=O)Cc2ccccc2)n1
(46) OC1(c2ccc3ccccc3c2)CCN(Cc2ccccc2)C1 (stereo unspecified)
(47) O=C1Cc2ccccc2Sc2cc(OCCCN3CCCCC3)ccc21
(48) O=C(Nc1cccc(C(F)(F)F)c1)c1cccnc1N1CCOCC1
compound no.	41	42	43	44	45	46	47	48
HSF1 activator	-20	-17	-5	45	32	-3	26	14
HSF1 inh	-8	-12	-6	22	10	-2	26	5
aSyn 5UTR inh	19	18	-22	-198	-3	-24	-2	-17
GSK3A inh	-1	1	10	-1	-5	2	24	-2
AI-2 QS modul	14	16	21	38	3	12	41	-2
GSK3B inh	-5	-5	-4	-3	0	2	-4	-1
HSP90 inh	3	-4	-1	17*	5	8	-7	-1
KLF5 inhibitor	-2	1	-6	-100	-17	-24	-26	-19
IEC-6 cytotox	-5	2	-5	6	1	1	-8	0
HIF activator	-0.7	0.2	-0.5	4.6	0.8	2.6	0.0	0.1

(49) NC(=S)N=Nc1c(O)n(Cc2ccc(Br)cc2)c2ccccc12
(50) Fc1ccc(CN2CCSCC2)cc1F
(51) O=C1COc2ccc(S(=O)(=O)Nc3ccc(F)cc3)cc2N1
(52) O=C(CC(Nc1ccc(F)cc1)C(=O)OCC(=O)c1cccs1)c1ccccc1 (stereo unspecified)
(53) COc1ccc(C2CCCN2C(=O)Nc2ccccc2)cc1OC (stereo unspecified)
(54) COc1cc(N/N=C(\C)c2ccc(O)c(C)c2)nc(-c2ccccc2)n1
(55) Cc1cccc(NC(=O)C(C)n2cc([N+](=O)[O-])cn2)n1 (stereo unspecified)
compound no.	49	50	51	52	53	54	55
HSF1 activator	1	-9	3	89*	2	16	39
HSF1 inh	-8	-2	-6	55	3	5	10
aSyn 5UTR inh	64*	11	-11	-113	4	22	-2
GSK3A inh	-3	-2	·	3	0	-2	-1
AI-2 QS modul	5	13	-65	15	27	-5	0
GSK3B inh	-1	2	0	2	-10	1	-5
HSP90 inh	-1	2	2	2	-2	-2	-2
KLF5 inhibitor	-5	4	1	-18	-24	-53	4
IEC-6 cytotox	-5	3	5	5	0	8	-4
HIF activator	1.0	1.5	-0.3	4.7	0.0	-0.3	-0.7

Hits appear at their usual frequency. About 4.7% of those tested had a hit in this group.
